Gal4-VP16 FLuc: inhibits Gal4-VP16 luciferase reporter, ROR gamma counter-screen; Drosophila S2 Gal4-VP16 UAS-luciferase, luminescence, 20 h; Potency, µM (series often up to 53.6 µM), for inactives: at the top dose activity, negative = inhibition, hits mostly inhibitors; 310,000 tested, 3.5% active; AID 2546;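 note: Gal4-VP16 expression switched on by copper sulfate through the metallothionein promoter; potency is the fitted concentration of half-maximal effect; % is set by controls: 0 for no effect and ±100 for the full control effect; nearly all actives have a fitted effect of over 50% in size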
Coupling enz: inhibits coupling enzyme system, counter-screen for aldolase hits | 290,000 tested, 0.67% active | AID 2472 | activity change, negative = inhibition, % at 58.2 µM, hits read low | coupling enzyme system counterscreen, AmpLite Red fluorescence; in the data active = activity change below about -30%; note: % is set by controls: 0 for no effect and ±100 for the full control effect
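Coupling enzymes only (glyceraldehyde-3-phosphate) + compound, at 57.5 uM final, 10 min RT; add substrate/coupling/AmpLite Red mix, 20 min RT; fluorescence ex 525/em 598 nm. Actives flag coupling-system interference.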
uPA generation: inhibitors of cell surface uPA generation. cell surface uPA generation assay, qHTS. Potency, µM (series often up to 38.3 µM), without a hit: top-dose activity change, negative = inhibition, usual class: inhibitors. AID 540303. 330,000 tested, 0.31% active; active = well fitted inhibition curve with a large enough effect; inconclusive = small, poorly fitted or top-dose-only effect; inactive = no such curve, though single readings can be large or run the other way; tested in mouse RAW 264.7 cells; note: potency is the fitted concentration of half-maximal effect; % is set by controls: 0 for no effect and ±100 for the full control effect; nearly all actives have a fitted effect of over 55% in size
Giardia killer: kills Giardia lamblia; Giardia lamblia trophozoite viability; activity change, % at 7.66 µM, hits read low; 340,000 tested, 0.15% active; in the data active = activity change below about -80%; inconclusive = between about -30% and that limit;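 note: parasites exposed to compound for two days anaerobically before the ATP read; % is set by controls: 0 for no effect and ±100 for the full control effect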
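Trophozoite viability was measured as ATP-dependent luminescence, read 15-30 min after reagent addition. Before that, parasites at 100 cells/well were exposed to compounds for 48 h, anaerobically, at 37 deg C.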
RORgamma inh: ROR gamma (mouse) transcription inhibition. P51450. Drosophila S2 Gal4-RORgamma UAS-luciferase reporter, 20 h. Potency, µM (doses to about 53.6 µM), for inactives: at the top dose activity change, negative = inhibition, actives largely listed as inhibitors. 310,000 tested, 5.4% active. AID 2551; note: potency is the fitted concentration of half-maximal effect; % is set by controls: 0 for no effect and ±100 for the full control effect; nearly all actives have a fitted effect of over 60% in size
Target sequence (P51450 whole entry, looked up, the tested form may be a part): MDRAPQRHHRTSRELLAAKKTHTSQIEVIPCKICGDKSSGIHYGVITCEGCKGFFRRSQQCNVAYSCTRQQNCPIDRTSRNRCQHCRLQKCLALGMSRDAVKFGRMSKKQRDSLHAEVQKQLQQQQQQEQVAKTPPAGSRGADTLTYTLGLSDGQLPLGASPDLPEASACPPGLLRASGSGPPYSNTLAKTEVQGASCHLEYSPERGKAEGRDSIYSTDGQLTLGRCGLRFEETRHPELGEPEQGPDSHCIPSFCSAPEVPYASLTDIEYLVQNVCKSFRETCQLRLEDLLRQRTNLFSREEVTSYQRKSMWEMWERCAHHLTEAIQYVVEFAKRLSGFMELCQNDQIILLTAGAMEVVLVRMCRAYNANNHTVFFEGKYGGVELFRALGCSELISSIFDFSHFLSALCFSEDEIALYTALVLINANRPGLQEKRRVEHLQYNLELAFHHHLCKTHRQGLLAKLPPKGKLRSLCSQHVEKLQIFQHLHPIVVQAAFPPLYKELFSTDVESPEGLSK
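Using a luciferase readout, inhibitors were identified by reduced reporter activity in Drosophila cells coexpressing a copper-inducible Gal4–ROR gamma fusion and UAS-driven Photinus luciferase, incubated 20 hr after 700 uM copper sulfate.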
ELG1 genotox: inducers of genotoxicity in HEK293T ELG1-luciferase cells. Potency, µM (doses to about 46 µM), inactives show top-dose activity change, positive = activation, actives largely listed as activators. 330,000 tested, 1.3% active. HEK293T ELG1-luciferase reporter, luminescence, 16 h; note: potency is the fitted concentration of half-maximal effect; % of control where 0% means no effect; nearly all actives have a fitted effect of over 60% in size
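16 hr compound incubation (37 °C, 5% CO2) of HEK293T cells carrying luciferase-tagged ELG1; luciferase then measured by ONE-Glo luminescence after 30 min at RT.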
Tb PFK inh: blocks T. brucei phosphofructokinase | O15648 | AID 485367 | Potency, µM (highest dose often 57.5 µM), without a hit: top-dose activity, negative = inhibition, hits mostly inhibitors | T. brucei PFK, ADP-Glo luminescence | 330,000 tested, 0.17% active;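 note: potency is the fitted concentration of half-maximal effect; 0% = uninhibited 1x PFK enzyme wells and -100% = no-enzyme wells; nearly all actives have a fitted effect of over 60% in size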
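PFK 1.25 nM, F6P 0.5 mM, ATP 0.1 mM, 0.1 M TEA pH 8.0, 5 mM MgCl2, 0.01% Tween20, 0.1% BSA; 45 min RT. ADP-Glo readout. qHTS titration up to 57 uM; curves fitted, compounds curve-classed.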
FLuc modulator: inhibits or activates purified firefly luciferase, miR-21 counter-screen; Potency, µM (series often up to 57.5 µM), without a hit: at the top dose activity change, negative = inhibition, hits mostly inhibitors; purified FLuc, Km substrates, luminescence inhibition; P08659; 360,000 tested, 6.9% active; AID 588342;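 note: potency is the fitted concentration of half-maximal effect; plate controls were vehicle for no effect and reference inhibitor for full effect; nearly all actives have a fitted effect of over 55% in size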
Target sequence (P08659 whole entry, looked up): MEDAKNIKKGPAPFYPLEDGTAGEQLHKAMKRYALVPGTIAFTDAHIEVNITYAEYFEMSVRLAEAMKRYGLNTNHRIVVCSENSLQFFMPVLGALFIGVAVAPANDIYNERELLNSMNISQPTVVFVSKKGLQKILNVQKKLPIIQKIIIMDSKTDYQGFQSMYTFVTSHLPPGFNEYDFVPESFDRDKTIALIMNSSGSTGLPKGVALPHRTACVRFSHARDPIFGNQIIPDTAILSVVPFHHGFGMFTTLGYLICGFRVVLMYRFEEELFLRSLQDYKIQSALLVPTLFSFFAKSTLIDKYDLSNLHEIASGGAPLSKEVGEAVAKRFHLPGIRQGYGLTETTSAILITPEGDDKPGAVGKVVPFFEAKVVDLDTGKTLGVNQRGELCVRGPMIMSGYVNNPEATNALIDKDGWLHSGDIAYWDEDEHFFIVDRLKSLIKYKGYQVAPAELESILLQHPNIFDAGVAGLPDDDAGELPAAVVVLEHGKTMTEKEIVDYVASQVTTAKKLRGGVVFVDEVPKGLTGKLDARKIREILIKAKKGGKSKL
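Purified P. pyralis luciferase, 10 nM final, with Km-level 10 uM D-luciferin and 10 uM ATP in 50 mM Tris acetate pH 7.5, 10 mM Mg acetate, 0.01% Tween-20, 0.05% BSA; 6-point qHTS titration about 60 µM downward; luminescence read.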
NPC1 promoter act: activates the NPC1 promoter. Huh7 NPC1 promoter luciferase reporter, 24 h. Potency, µM (titrated, usually from 9.22 µM), for the others: top-dose activation, usual class: activators. 320,000 tested, 2.4% active. AID 485313;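 note: potency is the fitted concentration of half-maximal effect; % of control where 0% means no effect; nearly all actives have a fitted effect of over 60% in size; reporter is driven by a mutant NPC1 promoter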
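Quantitative HTS used a cell-based reporter: Huh7 cells stably bearing the NPC1 promoter upstream of luciferase were treated with compounds for 24 h, and promoter activation was read as luminescence.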
KCNH2 3.1 block: blocks the human KCNH2 3.1 channel isoform | activity change, % (tested at about 1.8 µM) | U2OS KCNH2 3.1, thallium flux FluxOr; stronger effect = lower value | 340,000 tested, 0.95% active;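 active = maximum activity change below -70%; inconclusive = maximum activity change from -70% to -50%; inactive = maximum activity change above -50%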;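 note: thallium influx rate constant from kinetic fluorescence after stimulation buffer; % is set by controls: 0 for no effect and ±100 for the full control effect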
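FluxOr-based Tl+ influx in U2OS cells transduced with KCNH2 3.1 virus; rate constants normalized to DMSO controls.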
Rab9 prom act: activates the Rab9 promoter; Huh7 Rab9 promoter-luciferase reporter, luminescence, 24 h; Potency, µM (doses to about 9.22 µM), for the others: at the top dose activation, negative = inhibition, hits mostly activators; 320,000 tested, 2.8% active; AID 485297; note: potency is the fitted concentration of half-maximal effect; % of control where 0% means no effect; nearly all actives have a fitted effect of over 60% in size
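Quantitative HTS format; Huh7 Rab9-luciferase reporter cells (1500/well) receive compound 2 h post-plating, incubate 24 h at 37 °C, then get luciferase reagent for 10 min before luminescence reading.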
Active calls of the source: *; ? = inconclusive; . = no result given; [ ] = remark or other dose. Unless noted, calls come from the whole dose curve; as a rule, active = well fitted curve in the direction sought with a large enough effect; inconclusive = small, poorly fitted or top-dose-only effect, or another doubt; inactive = no such curve, though single readings can be large; an effect the other way counts as inactive or inconclusive.

SMILES	Gal4-VP16 FLuc	Coupling enz	uPA generation	Giardia killer	RORgamma inh	ELG1 genotox	Tb PFK inh	FLuc modulator	NPC1 promoter act	KCNH2 3.1 block	Rab9 prom act
CCCCC(CC)CN1CN(CC(CC)CCCC)CC(C)(N)C1 (stereo not given)	-3%	-1	3%	6	-6%	.	.	.	.	4	.
O=C(N/N=C/c1cc([N+](=O)[O-])ccc1O)c1cccc2ccccc12	2.2µM*	1	.	.	2.8µM*	9%	-1%	-10%	-14%	.	6%
CSc1nc(Oc2ccc(=O)[nH]n2)nc(N(C)C)n1	-6%	-1	5%	1	1%	3%	0%	3%	-3%	1	1%
O=c1c(C/C=C/c2ccccc2)c(O)ccn1Cc1cccc(Cl)c1	-4%	6	-35%	0	22%	-2%	-4%	-15%	-4%	6	2%
COC(=O)c1ccc(C(=O)OCCCc2nc3ccc(N)cc3[nH]2)cc1	-5%	-8	-1%	16	3%	6%	-2%	-1%	-10%	5	-2%
CC1CC(C)CN(C(=O)c2ccc(N3CC4CC(C3)c3cccc(=O)n3C4)c([N+](=O)[O-])c2)C1 (stereo not given)	2%	3	-2%	4	-18%	1%	-1%	0%	0%	8	0%
COc1ccc(-n2c(CNC(=O)COc3ccc(Cl)cc3)n[nH]c2=S)cc1	16%	1	-4%	-3	-41%	6%	-18%	-16%	-5%	2	2%
Cc1cccc(C(=O)N[C@H](C(=O)Nc2ncc(C)s2)C(C)C)c1	-16%	0	-12%	7	-7%	?	1%	-9%	-21%	-2	-31%[inhibitor]
CN1CCN(CCCNC(=O)c2ccc(/C=C3/Sc4ccccc4N(Cc4cccc(Cl)c4)C3=O)cc2)CC1	?	0	?	-13	?	-10%	1%	?	-1%	12	2%
O=C(Cc1c(F)cccc1Cl)Nc1ccncc1	2%	-1	4%	8	-21%	-7%	0%	3%	-2%	-4	-4%
CC(C)[C@H](NC(=O)c1ccccc1F)C(=O)OCC(=O)Nc1sccc1C(N)=O	.	.	-4%	-1	.	-4%	4%	.	.	8	.
Cc1ccc(NC(=O)c2nc[nH]c2C(=O)NCCN(CCNC(=O)c2[nH]cnc2C(=O)Nc2ccc(C)cc2)CCNC(=O)c2[nH]cnc2C(=O)Nc2ccc(C)cc2)cc1	.	.	5%	?	.	-3%	1%	.	.	-5	.
O=C(c1cccc(N2C(=O)C3C4C=CC(C4)C3C2=O)c1)N1CCCCCC1 (stereo not given)	7%	-1	2%	-13	-9%	0%	1%	14%	-4%	-4	5%
O=C(NCc1ccco1)c1ccc(Cn2cc([N+](=O)[O-])cn2)o1	12%	0	.	-10	18%	-5%	-3%	4%	1%	-8	-3%
CCc1ccc(C(=O)NNc2ccc(F)cc2F)cc1	1%	5	-5%	0	15%	?	-8%	-18%	-4%	24	0%
NC(Cc1ccc(O)cc1)c1cn([C@@H](CCC(=O)O)C(=O)N2CCNCC2)nn1 (stereo not given in full)	1%	6	1%	?	20%	1%	-2%	0%	-1%	1	2%
CC(=O)N1CCN(c2ccc(NC(=O)c3ccc4c(c3)OCCO4)cc2Cl)CC1	-3%	-16	-7%	-14	1%	-7%	0%	6µM*	9%	-22	-1%
O=C(NCC1CCC(C(=O)O)CC1)OCc1ccccc1 (stereo not given)	-1%	.	15%	-18	-14%	0%	2%	?	2%	-5	-5%
O=C(Nc1ncc(Cc2cccc(Cl)c2)s1)c1cccs1	16µM*	.	-11%	7	7.1µM*	4%	-22%	15µM*	?	-25	?
CC1CCCN(S(=O)(=O)c2cnc[nH]2)C1 (stereo not given)	-5%	.	18%	-7	-20%	0%	-3%	0%	-1%	-5	-1%
CCSc1nnc(NC(=O)C2CCCCC2C(=O)OCC(F)(F)C(F)F)s1 (stereo not given)	-1%	-1	.	-5	-17%	6%	-2%	0%	2%	28	-3%
O=C(COC(=O)Cc1ccccc1F)Nc1ccc(F)cc1F	-3%	0	-1%	-8	-7%	-1%	-9%	-4%	-2%	5	2%
N#C/C(=C/c1ccncc1)c1nc2ccccc2c(=O)[nH]1	-1%	0	-3%	14	3%	-1%	-22%	?	-2%	8	-8%
O=C(NNC(=S)NCc1ccccc1)c1cccnc1	-5%	0	9%	-9	-21%	-7%	?	4%	-4%	0	9%
Cc1ccc(S(=O)(=O)Nc2ccnc(-c3cccnc3)n2)cc1	-3%	7	0%	-11	8%	-2%	1%	-18%	-3%	16	5%
Cc1ccccc1OCCn1c(S(=O)(=O)O)nc2c(N)ncnc21	-6%	8	3%	6	-7%	1%	2%	?	-3%	3	-3%
Cc1ccc(C)c(NC(=O)c2cc(=O)c3ccccc3o2)c1	12%	2	3%	11	5%	6%	-2%	?	?	?	26%
COc1ccc(N(CC(=O)Nc2ccc(C)c(C)c2)C2=NC3CS(=O)(=O)CC3S2)cc1 (stereo not given)	-27%	4	-8%	6	?	2%	1%	1%	0%	-14	0%
CC(=O)N1CCN(CC(C)(C)NS(=O)(=O)c2ccc(C)cc2)CC1	0%	.	-2%	0	0%	1%	1%	-1%	6%	2	-4%
Cc1ccc(C(=O)NNC(=O)CSc2nnc(-c3ccncc3)n2-c2ccc(C)cc2)cc1	-5%	17	.	.	-42%	-3%	-2%	-3%	1%	.	-2%
CN(Cc1ccccn1)C(=O)CC1C(=O)NCCN1Cc1cccc(Oc2ccccc2)c1 (stereo not given)	4%	-6	-6%	20	20%	-3%	-1%	3%	-3%	.	-1%
Cc1ccc(Nc2nnc(-c3ccc4c(c3)OCO4)o2)c(C)c1	-9%	-2	-6%	24	-4%	?	-3%	8.5µM*	?	-7	?
CCS(=O)(=O)c1ccc(N)cc1	10%	-3	-2%	-18	0%	2%	-4%	1%	-6%	3	1%
CCN1CCN(CC(=O)NC2CCCCC2)C(=O)C1=O	7%	0	22%	-13	-15%	6%	0%	1%	0%	1	0%
O=C(O)c1ccc(Nc2ccc(Cl)c(Cl)c2)c([N+](=O)[O-])c1	3%	13	-3%	-20	2%	1%	1%	-3%	-3%	3	0%
CCOCc1c(C(=O)Nc2ccccc2N2CCN(C)CC2)oc2ccccc12	.	.	2%	3	.	-11%	7%	0%	-2%	-46	3%
COc1ccc(-c2cc(-c3ccccc3)n[nH]2)c(O)c1	-3%[10 µM]	-1	0%	15	4µM*	8.2µM*	2%	6µM*	?	9	2.2µM*
CC(=O)Oc1ccc(N(C(C)=O)S(=O)(=O)c2ccc3ccccc3c2)cc1Br	9%	2	-12%	-2	41%	-9%	0%	-11%	-1%	5	1%
CCCCOC(=O)/C=C\C(=O)OCCCC	-5%	-2	-9%	-17	-1%	4%	-10%	-6%	-10%	-2	-11%
CCN(CC)S(=O)(=O)c1cccc(-c2nnc(SCC(N)=O)n2C)c1	6%[10 µM]	4	3%	-16	-1%	17%	-4%	-1%	-2%	2	-3%
O=C(O)C1C2CCC(O2)C1C(=O)Nc1ccc(F)c(Cl)c1 (stereo not given)	-9%	0	?	5	12%	8%	?	-1%	-5%	3	-1%
CCCN1CCN(CC(=O)Nc2nnc(CC)s2)CC1	1%	2	-8%	-5	1%	8%	-4%	5%	-2%	3	3%
Cc1cc(-c2nnc(SCC(=O)Nc3ccc(Br)cc3F)n2N)n[nH]1	0%	.	1%	-15	-24%	0%	-6%	-2%	2%	8	3%
CC(=O)Nc1cccc(C(=O)OC2CCOC2=O)c1 (stereo not given)	-1%	.	4%	6	9%	-3%	0%	3%	-2%	-1	8%
CN1CCN(c2ccc(S(=O)(=O)N3CCCCC3)cc2NC(=O)Cc2ccc(Cl)cc2)CC1	3%	-4	0%	-3	-40%	-5%	0%	2%	-2%	-23	-1%
COc1ccc(CNC(=O)C[C@H]2C(=O)N(CCc3ccccc3)C[C@@H]2Cc2ccccc2)cc1	4%	-1	4%	4	22%	-8%	0%	3%	-1%	-17	1%
CN(C)S(=O)(=O)NCCNc1ccc(C(F)(F)F)cc1[N+](=O)[O-]	7%	-1	-4%	0	?	3%	3%	19µM*	-4%	27	2%
N#Cc1nc(COc2ccccc2F)oc1NCCc1ccccc1	17%	-1	-1%	0	?	10%	-4%	?	7%	.	14%
C=CC[C@@H](CC(=O)N(CCO)Cc1ccccc1)C(=O)NC[C@H](OC(=O)[C@@H](CC=C)Cc1ccc(F)cc1)c1ccccc1	.	.	?	-27	.	-8%	5%	.	.	-17	.

Compound activity from PubChem.

Not a hit list; 14% or so of the library scored in one or more.
